FBW7 activator: activators of human E3 ligase FBW7; AID 1259310; normalized activity (activation), % at 26.1 µM; 650,000 compounds, 0.13% hits; AlphaScreen FBW7–phospho-cyclin E peptide binding, activator screen; in the data active = normalized activity above about 1.9%;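 note: purified mutant Fbw7 with reduced substrate affinity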
GPR151 activ: activates the human receptor GPR151 | Q8TDV0 | PathHunter beta-arrestin GPR151 cells, luminescence | activation, % at 11.2 µM | 650,000 compounds, 1% hits | AID 1508602; in the data active = activation above about 4.9%;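 note: 0% = median of compound wells and 100% = cells with positive control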
Target sequence (Q8TDV0 whole entry, looked up): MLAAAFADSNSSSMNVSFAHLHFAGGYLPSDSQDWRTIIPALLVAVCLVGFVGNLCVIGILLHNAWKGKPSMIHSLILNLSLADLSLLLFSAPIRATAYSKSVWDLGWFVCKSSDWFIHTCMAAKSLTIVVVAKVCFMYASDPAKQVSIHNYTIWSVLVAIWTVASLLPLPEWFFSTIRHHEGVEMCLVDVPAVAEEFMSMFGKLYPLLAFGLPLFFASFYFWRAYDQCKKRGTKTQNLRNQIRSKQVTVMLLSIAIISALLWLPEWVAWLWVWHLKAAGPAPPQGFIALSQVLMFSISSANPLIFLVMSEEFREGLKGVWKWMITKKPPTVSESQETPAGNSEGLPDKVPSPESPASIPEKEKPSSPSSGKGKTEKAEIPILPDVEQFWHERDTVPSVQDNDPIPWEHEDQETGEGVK
TEAD-YAP inh: TEAD-YAP interaction inhibition; HEK-TIYL cells, TEAD-Gal4/YAP UAS-luciferase luminescence; 640,000 compounds, 1.4% hits; AID 1259422; inhibition, % at 9.12 µM; in the data active = inhibition above about 32%;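 note: 0% = median of test compound wells and 100% = reference inhibitor wells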
MITF primary: human MITF inhibition, primary screen. O75030. 650,000 compounds, 0.91% hits. inhibition, % at 2.6 µM. AlphaScreen MITF homodimerization, bead proximity signal. AID 1259374; in the data active = inhibition above about 50%;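 note: 0% = vehicle wells with protein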
Target sequence (O75030 whole entry, looked up): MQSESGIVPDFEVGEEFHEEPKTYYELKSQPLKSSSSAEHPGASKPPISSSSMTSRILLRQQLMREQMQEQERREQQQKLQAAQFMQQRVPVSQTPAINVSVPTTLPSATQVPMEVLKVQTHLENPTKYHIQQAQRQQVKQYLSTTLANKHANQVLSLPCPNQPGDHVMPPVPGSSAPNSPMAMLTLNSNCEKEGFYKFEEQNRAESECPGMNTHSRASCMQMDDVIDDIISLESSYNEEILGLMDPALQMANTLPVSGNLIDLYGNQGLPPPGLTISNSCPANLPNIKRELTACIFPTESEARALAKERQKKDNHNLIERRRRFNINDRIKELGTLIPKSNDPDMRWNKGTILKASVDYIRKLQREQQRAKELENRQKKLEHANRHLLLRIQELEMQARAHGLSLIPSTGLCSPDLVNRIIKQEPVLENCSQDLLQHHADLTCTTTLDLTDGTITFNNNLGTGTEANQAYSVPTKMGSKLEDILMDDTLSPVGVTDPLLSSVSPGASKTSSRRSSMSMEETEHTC
Active calls of the source: *; x = not tested or not shown; & = joins results of further samples.

Each structure is followed by: FBW7 activator | GPR151 activ | TEAD-YAP inh | MITF primary
CCNCC(=O)N1c2ccccc2CCc2ccc(NC(=O)OC(C)C)cc21
 : 0.0 | 0.1 | 2.6 | 5.3
CC(C)(C)Nc1nc(NN)nc(NC(C)(C)C)n1
 : -0.3 | -1.1 | -5.4 | 11.1
COC(=O)c1c(OC2CCCC2)cc(=O)n2c1CCN(CC=C(C)C)CC2
 : 0.0 | -0.2 | 10.4 | 0.4
O=C1c2ccccc2C(=O)N1c1cccc2cccnc12
 : 0.1 | -0.4 | -3.3 | 15.0
COc1cc(/C=N/NC(=O)CNc2ccc3ccccc3c2)cc(OC)c1OC
 : 0.0 | 0.9 | -19.0 | 9.4
CCOC(=O)c1sc2ncccc2c1N
 : 0.0 | -0.3 | -23.3 | 2.3
COc1cc([N+](=O)[O-])ccc1NC(=O)COC(=O)c1cc(-c2ccco2)nc2ccccc12
 : 0.5 | 2.6 | 6.3 | 41.4
CS(=O)(=O)C1=NSC2=NC(=O)/C(=C\c3ccc(Cl)cc3)C(=N)N21
 : 1.7 | -0.7 | -3.5 | 4.7
Cn1c(/C(C#N)=N/OC(=O)c2ccccc2)nc2ccccc21
 : 0.8 | -0.8 | 5.5 | 10.3
Cc1cc(C)n2c(SCc3nc4sc(C)c(C)c4c(=O)[nH]3)nnc2n1
 : 0.0 | -0.9 | -5.9 | 8.0

Each structure is followed by: FBW7 activator | GPR151 activ | TEAD-YAP inh | MITF primary
Cc1csc(Nc2ccc(C(=O)O)cc2)n1
 : 0.0 | -4.4 | -1.8 | 4.8
C=CCN1C(=O)/C(=C/c2c(N3CCN(CC)CC3)nc3ccccn3c2=O)SC1=S
 : -0.1 | -0.2 | 0.9 | 19.5
O=C(NCCO)c1cnc(Br)s1
 : 0.1 | -0.2 | 8.8 | 42.5
CCCCC1=NN2C(=N)/C(=C/c3ccc(OCCOc4cc(C)ccc4C)c(OC)c3)C(=O)N=C2S1
 : -0.1 | -0.9 | 12.3 | 8.4
CCCc1ccc(-c2ccc(-c3noc(-c4ccc(OC)cc4)n3)cc2)nc1
 : -0.1 | 0.5 | -5.0 | -7.5
Cc1ccc(Nc2nc(NCc3ccco3)nc3c2cnn3C)cc1C
 : -0.1 | 2.1 | -11.9 | 0.8
O=C(CSc1ccc(-c2cccnc2)nn1)Nc1ccc(Cl)c(Cl)c1
 : 0.1 | -0.1 | 1.5 | 2.0
CCOc1c(Br)cc(/C=C(\C#N)c2nn(CCO)c(N)c2C#N)cc1OC
 : -0.1 | -1.3 | -2.2 | 4.4
O=C(c1ccsc1)N1CC=C(c2ccccc2)CC1
 : -0.3 | -1.4 | -4.8 | 7.3
CN(CC(=O)Nc1cc(Cl)ccc1O)S(=O)(=O)c1ccc(Cl)cc1
 : 0.1 | 1.3 | -2.8 | 16.8

Each structure is followed by: FBW7 activator | GPR151 activ | TEAD-YAP inh | MITF primary
O=C1N[C@H](Cc2ccccc2)C(=O)N2C[C@@H](NCc3cccc4cccnc34)C[C@@H]12
 : 0.2 | 0.1 | 7.9 | 4.1
CC(C)C1CCC(C(=O)N[C@H](Cc2ccccc2)C(=O)O)CC1 (some centres undefined)
 : 0.1 | 1.9 | 7.6 | -21.8
Fc1ccccc1Nc1nc(NCc2ccccc2)c2ccccc2n1
 : -0.1 | 3.2 | 47.5* | -26.0
CCCCNC(=O)C1c2ccccc2C(=O)N2CCc3cc(OC)c(OC)cc3C12 (centres undefined)
 : -0.1 | 1.7 | -6.9 | 8.7
CCOC(=O)C(=N/O)/C(C)=N/NC(=O)c1cc(OC)c(OC)c(OC)c1
 : -0.1 | -0.2 | 41.0* | -0.6
O=C(c1nc2ccc(Cl)cn2c1CNCCn1ccnc1)N1CCCCCCC1
 : 0.2 | -1.7 | 13.7 | 1.1
CCOCCC(=O)N1CCN(c2ccc([N+](=O)[O-])cc2)CC1
 : -0.3 | 1.1 | 1.3 | -3.0
Cc1nn(C(=O)c2ccccc2Br)c(C)c1Br
 : 0.0 | -2.1 | -5.5 | -12.1
CC(C)(C)n1nc2c(c1NC(=O)CC1CCCCC1)CSC2
 : 0.0 | 2.4 | 2.3 | -16.6
O=C(Nc1ccc(Oc2ccc3c(c2)C(=O)NC3=O)cc1)c1cccs1
 : 0.1 | -1.5 | 7.6 | -21.2

Each structure is followed by: FBW7 activator | GPR151 activ | TEAD-YAP inh | MITF primary
Cc1c(CN2CCC3(CC2)CC3C(=O)NCC2(c3ccccc3)CCCC2)cnn1C (centres undefined)
 : 0.0 | 1.1 | 8.4 | 5.3
O=C(NCc1ccccc1)c1csc(N2CCC(N3CCOCC3)CC2)n1
 : 0.1 | 0.3 | 5.6 | -0.1
COc1ccccc1-c1c(C)nn2c(C)c(C(C)=O)cnc12
 : 0.4 | -0.1 | 9.8 | 4.9
Cc1cccc(S(=O)(=O)Nc2cccc(C(F)(F)F)c2)c1
 : 0.1 | 1.4 | 10.6 | 1.1
CCCCN(CCCC)CC1OCc2ccccc2CO1
 : -0.5 | -0.4 | 6.0 | 14.5
O=S(=O)(c1ccc(Cl)cc1)N1CCN(C(=S)NCc2ccco2)CC1
 : -0.3 | -1.7&-0.3 | -3.9 | 1.7
COC(=O)c1sc2nc(CCl)[nH]c(=O)c2c1C
 : 0.1 | -0.4 | 10.2 | 0.1
CC(CS(=O)(=O)c1ccccc1)N1CCCCC1 (centres undefined)
 : 0.1 | 1.0 | 3.4 | 3.1
CCOC(=O)c1c(N)oc2c(Br)c3c(C(=O)OCC)c(N)oc3c(Cl)c12
 : -0.1 | 1.9 | 4.8 | -2.3
Cc1ccc(-c2noc(CCC(=O)N3CCCCC3C)n2)cc1 (centres undefined)
 : 0.0 | 1.0 | -10.1 | 0.6

Each structure is followed by: FBW7 activator | GPR151 activ | TEAD-YAP inh | MITF primary
CCOc1ccc(NC(=O)/C=C/C(=O)O)cc1
 : 0.4 | 0.8 | 1.0 | 9.4
O=C(NCc1cccnc1)c1ccc2nc3cc(Cl)ccc3c(=O)n2c1
 : -0.1 | -0.4 | 11.6 | 4.6
COc1ccc(Cn2c(=O)c3ccccc3n3c(-c4ccccc4O)nnc23)cc1
 : 0.0 | -0.6 | 6.1 | 8.8
O=C1NC(=Nc2ccccc2)SC1Cc1ccc(Br)cc1 (centres undefined)
 : 1.6 | 0.1 | 6.2 | 19.8
Cn1c(=O)c2c(nc(N3CCCC3)n2C)n(C)c1=O
 : -0.2 | 0.9 | 2.4 | -3.5
CC1CCN(C2=NC(=O)/C(=C/c3ccccc3O)S2)CC1
 : 0.0 | -1.7 | 10.8 | -22.1
CC(NC(=O)Nc1ccc(F)cc1)c1nc(-c2cccnc2)n[nH]1 (centres undefined)
 : 0.0 | 3.1 | -0.7 | 2.5
O=C(Nc1cc([N+](=O)[O-])ccc1C(=O)O)c1ccco1
 : 0.0 | 1.0 | 4.7 | -0.8
Cc1sc2ncn(CC(=O)N3CCOCC3)c(=O)c2c1S(=O)(=O)N1CCCCC1
 : 0.0 | -0.4 | 3.4 | -1.1
Cc1ccc(-c2cn3nc(N4CCC(C(=O)NCc5cccs5)CC4)sc3n2)cc1
 : -0.1 | 2.1 | -60.4 | 12.1

Each structure is followed by: FBW7 activator | GPR151 activ | TEAD-YAP inh | MITF primary
Cc1cc(N2CCN(c3ncccn3)CC2)nc2ccc(NC(=O)CCC3CCCC3)cc12
 : 0.1 | -0.1 | -2.1 | 7.0
CCOC(=O)c1cnc2c(ccc3ccccc32)c1NC1CC(C)(C)NC(C)(C)C1
 : 0.1 | 1.1 | -19.4 | -17.1
CN1CCN(S(=O)(=O)c2ccc(Sc3nnc4ccccn34)nc2)CC1
 : -0.1 | 1.2 | 7.7 | -1.4
CC(=O)CC(=O)Nc1ccc(F)cc1
 : 0.0 | 0.4 | 8.9 | 3.5
Cc1cc(Br)ccc1NC(=O)CNC(=O)Cn1cnc2sc3c(c2c1=O)CCCC3
 : 0.0 | 1.1 | -6.1 | -6.3
O=C(Nc1nc(-c2ccccc2)c(C(=O)c2ccccc2)s1)c1ccc(S(=O)(=O)N2CCCCC2)cc1
 : -0.1 | 1.6 | 3.5 | -0.3
O=C1CC(c2nc3ccccc3[nH]2)CN1c1ccc(Br)cc1 (centres undefined)
 : 0.0 | 2.0 | 5.3 | -4.9
COc1ccc(Br)cc1C(=O)N/C(=C\c1ccc([N+](=O)[O-])cc1)C(=O)Nc1ccc(Cl)c(Cl)c1
 : 0.2 | 0.1 | 0.7 | 7.1
O=C1c2ccccc2-c2c(NC3CCCCC3)c(=O)[nH]c3cccc1c23
 : -0.2 | 0.0 | -22.0 | -14.1
CC(=O)Nc1nc(-c2ccc(F)cc2)cs1
 : -0.2 | 3.1 | -34.2 | 5.3

Each structure is followed by: FBW7 activator | GPR151 activ | TEAD-YAP inh | MITF primary
NC1(C(=O)O)C[C@H](C(=O)O)[C@H](C(=O)O)C1 (some centres undefined)
 : 0.1&-0.1 | -0.8&0.0 | x | 14.5&-15.2
COC(=O)c1ccc(NC(=O)c2ccc(OC)c([N+](=O)[O-])c2)cc1
 : 3.7* | -3.0 | -2.4 | 21.0
COc1ccc(C2c3c(-c4ccc(C)cc4)n[nH]c3C(=O)N2c2ccccc2)cc1 (centres undefined)
 : 0.0 | -0.3 | -3.8 | -7.7
COc1ccc(OC)c(NC(=O)CN2C(=O)c3ccccc3C2=O)c1
 : -0.1 | 0.2 | -6.7 | -6.2
CC(C)(C)NC(=O)CN(CC1CCCO1)C(=O)CNS(=O)(=O)c1ccc(F)cc1 (centres undefined)
 : 0.2 | 0.7 | 10.4 | 1.5
COCCCn1c(SCC(=O)NC2CCCCC2)nnc1-c1ccco1
 : -0.2 | -1.0 | -0.9 | -5.7
COc1ccc2cc(C3OCCO3)c(Cl)nc2c1
 : -0.4 | -2.3 | -35.0 | 1.4
COc1ccc(N/C=C(/C#N)c2nc(-c3cccs3)cs2)cc1
 : 0.0 | 0.2 | -2.6 | -0.2
CCN(CC)c1ncnc2sc(C(=O)Nc3cc(Cl)ccc3OC)c(C)c12
 : 0.0 | 1.7 | 7.7 | 17.5
COc1ccc(Nc2nc(-c3cccs3)cs2)c(OC)c1
 : -0.2 | 0.0 | -66.4 | 71.0*

Sorted by number of heavy atoms (smallest number first): 3 of the compounds above
Each structure is followed by: FBW7 activator | GPR151 activ | TEAD-YAP inh | MITF primary
COc1ccc2cc(C3OCCO3)c(Cl)nc2c1
 : -0.4 | -2.3 | -35.0 | 1.4
COc1ccc(N/C=C(/C#N)c2nc(-c3cccs3)cs2)cc1
 : 0.0 | 0.2 | -2.6 | -0.2
COc1ccc(C2c3c(-c4ccc(C)cc4)n[nH]c3C(=O)N2c2ccccc2)cc1 (centres undefined)
 : 0.0 | -0.3 | -3.8 | -7.7

Following part.
Each structure is followed by: FBW7 activator | GPR151 activ | TEAD-YAP inh | MITF primary
Cc1nc(NCCCn2ccnc2)cc(-c2ccccc2F)n1
 : -0.4 | 0.9 | -53.1 | 45.9
O=C(CN1C(=O)c2ccccc2S1(=O)=O)N1CCCc2ccccc21
 : -0.2 | 0.2 | 2.4 | -5.0
CCN1C(=O)S/C(=C\c2ccc(OCc3ccc(C(=O)O)cc3)cc2)C1=O
 : 0.0 | 0.8 | -1.6 | 7.1
CCOC(=O)c1c(NC(=O)COc2ccc(C)cc2)sc(C)c1C
 : 0.0 | 0.1 | 7.6 | 10.1
O=C(Nc1ccc(C(F)(F)F)cc1Cl)c1cc([N+](=O)[O-])[nH]n1
 : 0.1 | -4.6 | -63.8 | 12.5
O=c1c2ccccc2nc(SCc2cc(F)ccc2F)n1C1CCCC1
 : 0.0 | 1.0 | 2.4 | -13.1
Cc1nnc2c(Nc3ccc(S(=O)(=O)N(C)C)cc3)nc3ccccc3n12
 : -0.2 | 0.5 | 17.1 | 3.4
O=C1CCCC2=C1C(c1ccccn1)Nc1ccc(C(=O)c3ccccc3)cc1N2 (centres undefined)
 : 0.1 | -1.0 | 5.4 | -2.5
Nc1ccc(C(=O)Nc2ccc(-c3nc4ccccc4[nH]3)cc2)cc1
 : 0.0 | 0.4 | -72.4 | -6.2
CCOc1ccc(-n2nc(C(=O)Nc3ccccc3OCC)c3ccccc3c2=O)cc1
 : -0.1 | -0.5 | -4.5 | 1.3

Each structure is followed by: FBW7 activator | GPR151 activ | TEAD-YAP inh | MITF primary
CCCC(C)C1C(C#N)=C(N)SC(N)=C1C#N (centres undefined)
 : 0.0 | -0.2 | -2.5 | 0.7
COc1ccc(Cl)cc1NC(=O)c1cc2nc(-c3ccccc3)cc(C(F)(F)F)n2n1
 : 0.0 | -0.3 | 0.0 | -5.6
CC[C@H](C)[C@@H]1NC(=O)[C@@H]2C[C@H](NCc3cc4ccccc4s3)CN2C1=O
 : 0.3 | -0.9 | 11.2 | 10.1
COc1ccc2c(CNCCCc3ccccc3)c(C(=O)O)n(C)c2c1
 : -0.3 | 1.0 | 3.7 | -4.0
O=C(Cc1csc2nc(-c3ccccc3)cn12)Nc1ccccc1Cl
 : 0.4 | 0.9 | -21.5 | -1.1
Cc1[nH]c2ccccc2c1CC(=O)N1CCc2nnc(Cc3ccccc3)n2CC1
 : -0.2 | 0.0 | -0.8 | -9.9
CCCCC(NS(=O)(=O)c1ccc(OC)cc1)C(=O)O (centres undefined)
 : -0.1 | -0.3 | 1.8 | -0.8
CC(C)(C)c1ccc(C(=O)Nc2ccc(N3CCCCC3)cc2)cc1
 : -0.1 | 0.4 | 0.5 | 9.1
NC(=O)c1ccc(-c2nc3ncnc(Nc4ccc(Oc5ccccc5)cc4)c3[nH]2)cc1
 : 0.0 | -1.5 | 1.9 | 7.2
CCCc1c(C(=O)N[C@H]2C[C@H]3C(=O)N4CCC[C@H]4C(=O)N3C2)cnn1-c1ccccc1
 : 0.1 | 0.7 | 12.2 | 12.0
CC(=O)c1cccc(S(=O)(=O)N2CCCN(C)CC2)c1
 : 0.6 | -0.8 | 5.2 | 15.6
COc1ccc(Br)cc1/C=N\NC(=O)CNc1ccccc1C
 : 0.0 | -0.2 | -0.6 | -2.8

Assay outcomes as filed in PubChem.
